Screening results: PubChem BioAssay, National Center for Advancing Translational Sciences (NCATS)
D1 ag: Allosteric Agonists of the Human D1 Dopamine Receptor: qHTS | D(1A) dopamine receptor (Homo sapiens), P21728 | HEK293 T-REx D1 cells, calcium flux, agonist mode | activation, % at 2 µM | 360,000 compounds, 1% hits | AID 504660, 2011; in the data active means activation above about 30%; further: 0% is about no effect
Target sequence (P21728 whole entry, looked up): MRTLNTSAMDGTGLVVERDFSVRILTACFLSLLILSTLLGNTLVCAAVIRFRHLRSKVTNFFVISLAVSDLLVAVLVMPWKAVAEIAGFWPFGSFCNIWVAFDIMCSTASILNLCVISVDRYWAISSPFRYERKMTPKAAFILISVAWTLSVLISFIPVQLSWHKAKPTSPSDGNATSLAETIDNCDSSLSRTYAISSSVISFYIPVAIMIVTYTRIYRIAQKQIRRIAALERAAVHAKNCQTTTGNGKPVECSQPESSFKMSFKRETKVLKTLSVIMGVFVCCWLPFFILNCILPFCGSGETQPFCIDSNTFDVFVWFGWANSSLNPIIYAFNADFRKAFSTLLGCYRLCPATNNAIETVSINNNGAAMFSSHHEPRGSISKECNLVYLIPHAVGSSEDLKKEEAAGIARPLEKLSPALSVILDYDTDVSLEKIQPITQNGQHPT
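Inducible HEK293 T-REx D1 cells, force-coupled to calcium signalling, were plated at 4000 cells/well with tetracycline and held overnight at 30 C. After no-wash calcium dye loading, compound-evoked calcium rise over 180 s flagged agonists.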
D2 potentiator: HTS Assay for Positive Allosteric Modulators of the Human D2 Dopamine Receptor: Primary Screen for Potentiators | HEK293 T-REx D2, calcium flux, EC20 dopamine potentiation | potentiation, % at 10 µM | 340,000 compounds, 0.34% hits | AID 485347, 2010;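 active means potentiation over 3 SD above the plate norm, cut at about 30% in these data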; further: 0% is about no effect
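Cells plated with tetracycline inducer and held overnight at 30 C; calcium dye loaded 30–90 min at room temperature; baseline taken, compound added and read 180 s; EC20 dopamine then added and read 180 s.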
D1 antag: Antagonist of Human D 1 Dopamine Receptor: qHTS. HEK293 TREx D1 cells, calcium flux, dopamine EC80; active compounds read low. activity change, negative = inhibition, % at 10 µM. 360,000 compounds, 3.2% hits. AID 504652, 2011; in the data active means activity change below about -30%; further: on the % scale 0 is the no-effect control and ±100 the full control effect
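Tetracycline-induced HEK293 T-REx cells with force-coupled D1 receptor were loaded with a no-wash calcium dye. Compound was added after a 10 s baseline and read kinetically for 180 s; EC80 dopamine was then added and calcium flux followed another 180 s.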
D1 potentiator: Potentiators of Human D1 Dopamine Receptor: qHTS | HEK293 TREx D1 cells, calcium flux, dopamine EC20 potentiation | potentiation, % at 10 µM | 360,000 compounds, 0.036% hits | AID 504651, 2011; in the data active means potentiation above about 30%; further: 0% is about no effect
TRHR enhancer: qHTS for Small Molecule Agonists and Allosteric Enhancers of Human TRH Receptor: Primary Screen for Enhancers; TRHR cells, fluo-8 calcium fluorescence, EC20 TRH enhancement; enhancement, % at 2 µM; 360,000 compounds, 0.66% hits; AID 493056, 2011; in the data active means enhancement above about 30%; further: 0% is about no effect
Target sequence (P34981 whole entry, looked up): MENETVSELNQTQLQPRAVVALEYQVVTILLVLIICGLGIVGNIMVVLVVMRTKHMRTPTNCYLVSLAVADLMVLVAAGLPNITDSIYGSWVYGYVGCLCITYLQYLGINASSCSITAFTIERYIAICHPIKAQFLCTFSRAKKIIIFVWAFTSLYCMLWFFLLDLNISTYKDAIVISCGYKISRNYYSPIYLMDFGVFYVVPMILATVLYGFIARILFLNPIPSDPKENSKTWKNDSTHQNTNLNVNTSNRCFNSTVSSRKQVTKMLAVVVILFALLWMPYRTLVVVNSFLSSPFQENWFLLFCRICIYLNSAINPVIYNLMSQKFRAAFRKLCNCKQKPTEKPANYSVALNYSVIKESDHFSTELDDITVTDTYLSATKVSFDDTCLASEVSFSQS
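Enhancer read-out: after compound pinning and an initial kinetic agonist-mode read, an EC20 of TRH (10 nM final) was injected and fluo-8 calcium signal (Ex 480/Em 530) followed at 1 s/cycle for 100 cycles in TRHR-expressing cells.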
RXFP1 antag: qHTS Assay for Antagonists of the Relaxin Receptor RXFP1; 350,000 compounds, 0.59% hits; activity change, negative = inhibition, % at 57.5 µM; Relaxin receptor 1 (Homo sapiens), Q9HBX9; AID 1259400, 2018; HEK293-RXFP1, relaxin-stimulated cAMP HTRF, 30 min; active compounds read low;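 active means activity change of -60% or lower, but not beyond a set lower limit; inconclusive means change between -60% and -40%, or beyond the set limit; inactive means change above -40%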; further: on the % scale 0 is the no-effect control and ±100 the full control effect
RXFP1 ag: qHTS Assay for Agonists of the Relaxin Receptor RXFP1. Relaxin receptor 1 (Homo sapiens), Q9HBX9. 370,000 compounds, 0.3% hits. Potency, µM (series often up to 57.5 µM), without a hit: top-dose activation, usual class: activators. HEK293T-RXFP1 cAMP TR-FRET, 30 min; response scale: percent of porcine relaxin response, buffer zero; further: potency means the concentration at half of the fitted maximal effect; on the % scale 0 is the no-effect control and ±100 the full control effect; nearly all actives have a fitted effect of over 60% in size; many of its hits are not listed in these tables
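HEK293 cells stably expressing RXFP1, treated 30 min at 37C with compounds plus PDE4 inhibitor Ro 20174; cAMP measured by HTRF TR-FRET. Normalized to buffer and 29 nM porcine relaxin; EC50 by Hill fit.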
TRHR ag: qHTS for Small Molecule Agonists and Allosteric Enhancers of Human TRH Receptor: Primary Screen for Agonists; Thyrotropin-releasing hormone receptor (Homo sapiens), P34981; TRHR cells, calcium flux fluo-8, FDSS agonist mode; activation, % at 2 µM; 360,000 compounds, 0.18% hits; AID 493084, 2011; in the data active means activation above about 30%; further: 0% is about no effect
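Steps: seed TRHR cells overnight; add fluo-8 no-wash Ca dye, RT 30 min–1.5 h; record 10 s baseline; pin-transfer compounds; monitor fluorescence 1 cycle/s for the agonist window. Calcium increases flag candidate agonists.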
Anesthetic bind: qHTS Assay for Identification of Novel General Anesthetics | Ferritin light chain (Equus caballus), P02791 | apoferritin/1-aminoanthracene competitive binding, fluorescence | Potency, µM (top dose mostly 77.5 µM), for inactives: at the highest dose activity change, negative = displacement, most hits filed as inhibitors | 350,000 compounds, 0.074% hits; further: potency means the concentration at half of the fitted maximal effect; on the % scale 0 is the no-effect control and ±100 the full control effect; nearly all actives have a fitted effect of over 20% in size
Target sequence (P02791 2-175 limits assumed): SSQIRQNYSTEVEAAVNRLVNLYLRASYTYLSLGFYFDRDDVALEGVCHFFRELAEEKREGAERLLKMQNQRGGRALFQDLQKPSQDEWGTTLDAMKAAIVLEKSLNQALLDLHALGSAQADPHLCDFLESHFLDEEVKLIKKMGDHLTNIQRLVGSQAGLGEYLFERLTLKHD
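Probe: 1-aminoanthracene (50% saturated, PBS). Protein: horse-spleen apoferritin, 10 uM. Incubation: 10 min, room temperature. Detection: 380 nm excitation, 535 nm emission. Analysis: normalized response, four-parameter Hill.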
The depositor's hits bear a star; ? = inconclusive; / = not tested or not shown; & = joins results of further samples; [ ] = another dose, or the depositor's remark. Unless noted, the call rests on the fitted dose curve; in most records, active means well fitted curve in the direction sought with a large enough effect; inconclusive means small, poorly fitted or top-dose-only effect, or another doubt; inactive means no such curve, though single readings can be large; an effect the other way counts as inactive or inconclusive. The list is partial; count on the stated rates, not on these rows.

Each structure is followed by: D1 ag	D2 potentiator	D1 antag	D1 potentiator	TRHR enhancer	RXFP1 antag	RXFP1 ag	TRHR ag	Anesthetic bind
COc1ccc(CCC(=O)OCC(=O)N(C)c2c(N)n(Cc3ccccc3)c(=O)[nH]c2=O)cc1
→ 7.3	4.2	-24.4	-1.8	0.2	-9.3	0.4%	0.6	/
CCOC(=O)c1cc(C)n(CCCN2CCOCC2)c1C
→ 2.6	0.3	-3.7	-3.2	0.5	13.4	-2.1%	-0.6	-10.9%
CC(=O)NC(CC(=O)OCC(=O)NCCc1ccccc1)c1ccccc1 (configuration not stated)
→ 7.9	1.2	1.5	6.9	6.1	-11.2	2.4%	-0.7	/
O=C(CNC(=O)c1cccc(F)c1)OCc1cc(=O)n2cc(Br)ccc2n1
→ 0.0	-8.9	-11.4	-2.2	-8.0	/	?	-0.1	-8.8%
COCc1c(C(=O)N/N=C(\C)c2ccncc2)nnn1-c1nonc1N
→ 1.5	4.1	2.3	5.5	-4.8	6.6	4.4%	0.2	10.8%
O=S(=O)(/N=C(/Sc1ccccc1)c1ccccc1)c1ccccc1
→ -0.2	12.9	-2.7	-3.8	7.0	-11.7	0.7%	0.1	?
COc1ccccc1CNC(=O)COC(=O)C1CC1
→ 0.3	10.3	-3.2	-6.0	-5.5	5.1	-1.0%	0.1	/
Cc1c(C(=O)O)sc(S(=O)(=O)N2CCN(C(=O)Cc3ccccc3)CC2)c1C(=O)O
→ 2.1	5.0	-17.0	-5.4	4.3	5.6	-0.6%	-0.1	/
O=C(O)CSc1nnc(C2COc3ccccc3O2)n1-c1ccccc1 (configuration not stated)
→ 3.7	0.1	-6.9	-2.0	14.1	1.2	-1.4%	-2.0	-2.3%
CCOC(=O)C1CCCN(S(=O)(=O)c2ccc(F)c(C(=O)Nc3ccc(F)c(F)c3)c2)C1 (configuration not stated)
→ 0.9&4.5	-9.9&-2.3	-4.7&1.1	-0.8&-6.6	-2.4&-9.7	-25.8&7.5	-2.4%&0.7%	0.7&1.0	61.9%&-19.9%
C=CCN(c1ccccc1)S(=O)(=O)c1cccc(C(=O)NC2CCN(Cc3ccccc3)CC2)c1
→ 3.2	-10.2	-36.9*	0.6	11.7	-31.8	0.8%	0.0	/
O=S(=O)(Cc1ccccc1)N(O)c1ccccc1
→ 9.3	5.4	-1.7	-5.8	15.3	-0.5	-1.9%	-1.0	2.6%
CCOC(=O)CCn1c(CC(=O)OCC)nc2ccccc21
→ 1.1	10.6	1.2	-2.5	-1.1	-1.0	1.6%	-0.3	-10.7%
CCOc1ccc(NC(=O)CSc2nnc(Cc3csc(C)n3)o2)cc1
→ 2.8	0.4	-4.9	-3.9	7.5	-17.9	0.3%	-1.0	-7.6%
COc1cccc(CNC(=O)CSc2ccc(-c3cccs3)nn2)c1
→ 3.8	-3.5	-28.2	-3.6	-1.1	16.1	?	-0.2	?
CCOc1ccc(S(=O)(=O)N2CCOCC2)cc1NC(=O)CSCC(=O)Nc1cccc(C)c1
→ 1.7	14.2	5.5	-6.5	-4.3	-1.6	1.7%	-0.5	-23.9%
O=C(CN1CCCC1)NN=C(c1ccccc1)c1ccccc1
→ 2.1	1.1	3.3	4.7	-4.9	3.8	0.4%	-0.4	?
CCOC(=O)C1=C(C)NC(SC)=NC1c1ccccc1 (configuration not stated)
→ -0.6	-7.9	15.5	-3.4	5.2	5.7	0.1%	-0.2	-11.6%
CCOc1ccccc1CN1CCN(Cc2cn(C)nc2-c2ccccc2)CC1CCO (configuration not stated)
→ 3.3	/	0.7	-5.3	-1.9	4.0	1.7%	0.9	-6.5%
Cc1nc(-c2ccccc2)cs1
→ 3.3	7.3	-0.2	-2.5	1.3	13.8	0.9%	0.1	-13.7%
CCCC(=O)Nc1ccccc1NC(=O)CN(C)S(=O)(=O)c1ccc(C)cc1
→ 2.0	-6.6	4.8	-9.1	-2.7	1.0	-0.2%	0.3	3.0%
O=C(CCc1nnc(C2(c3ccc(Cl)cc3)CCC2)o1)N1CCCC1
→ 1.9	-3.3	6.6	-0.2	-0.6	4.3	0.1%	-0.2	2.5%
C=CCN(CC=C)C(=O)CN1C(=O)NC(C)(c2ccc3cc(OC)ccc3c2)C1=O (configuration not stated)
→ 3.4	-9.1	3.6	-2.5	8.3	-6.2	1.6%	-0.1	?
CC(=O)c1cccc(NC(=O)c2ccc3nc(Cc4ccccc4)oc3c2)c1
→ 6.2	6.9	-20.3	-0.1	-2.3	-28.5	-1.4%	0.4	-6.1%
CN(C)N1C(N)=C(C#N)C(c2ccc(F)cc2)C2=C1CC(C)(C)CC2=O (configuration not stated)
→ -0.7	7.9	-0.2	-0.4	18.7	-2.7	-1.5%	0.1	-2.8%
CN(C)c1oc(-c2ccccc2Cl)nc1C#N
→ -0.1	2.6	-9.4	1.7	0.7	-6.8	3.8%	-0.8	-2.5%
NS(=O)(=O)c1ccc(NC(=S)NC(=O)c2ccco2)cc1
→ 2.5&1.0	-8.3&4.7	-0.5&-3.4	-5.4&-5.3	12.9&-0.2	-18.9	1.0%&-0.6%	-0.2&-1.1	0.8%&-5.3%
Cc1nn(-c2ccccc2)c(C)c1C(=O)OCC(=O)Nc1ccccc1F
→ 0.4	-8.3	-27.0	4.4	6.4	1.6	0.3%	-1.0	/
COc1ccc(C(=O)C(C)[n+]2ccc(-c3nnc4n3CCCCC4)cc2)cc1 (configuration not stated)
→ 1.7	-20.4	1.5	0.8	6.1	-1.7	-2.6%	0.6	0.5%
COC(=O)c1ccc(OC(=O)CCN2C(=O)C3C4c5ccccc5C(c5ccccc54)C3C2=O)cc1 (configuration not stated)
→ 2.5	-6.7	-0.1	-7.8	8.2	-3.1	1.4%	-1.2	-10.4%
O=C(CSc1ccccc1F)Nc1ccc(N2CCOCC2)cc1
→ 5.8	0.4	-16.6	/	7.9	-0.7	-1.3%	0.0	/
CCOC(=O)C1CCN(C(=O)CSc2cc(=O)n(C)c3ccccc23)CC1
→ 0.4	0.4	-0.8	-0.3	0.3	45.5	5.6%	0.0	-11.3%
Cc1ccc2c3c1C(=O)C(=O)N3C(C)(C)CC2C (configuration not stated)
→ 1.6	-6.7	23.5	1.4	-4.4	3.7	1.7%	1.2	-13.1%
CNC(=O)c1ccc(C)c(NC(=O)C2=C(C)OCCS2)c1
→ 1.4	14.0	-2.2	0.0	17.0	-0.7	-1.0%	0.5	7.9%
Cc1cnc(NC(=O)Cc2ccc(Br)cc2)s1
→ -2.9	2.8	-1.3	-7.0	10.9	5.2	-0.2%	-0.8	5.6%
CCOc1c(CNCCSc2nnnn2C)cccc1OC
→ 0.6	-5.2	3.8	-1.8	3.3	/	2.3%	-0.7	-0.9%
COc1ccc(N2CCN(c3cc(C)c4ccccc4n3)CC2)cc1
→ 10.4	-3.8	13.4	-2.6	-4.3	-20.3	-1.1%	0.4	-2.1%
O=C(Nc1ccccc1Cl)c1sccc1-c1ccccc1
→ 3.2	21.1	4.9	4.6	-2.1	-21.9	5.6%	-0.8	-8.2%
Cc1cc(C)cc(NC(=O)N2CCN(c3cc(-c4noc(C)n4)ccc3C)CC2)c1
→ 0.9	-7.6	-17.0	0.1	-2.0	/	2.1%	-0.3	-14.7%
O=C(CCc1ccc(S(=O)(=O)N2CCOCC2)cc1)N/N=C/c1cccc(O)c1
→ -0.8	10.7	-0.5	-6.4	-5.9	-6.8	0.5%	-1.1	-16.5%

Reprinted from the entries so far, 2 compounds:
Each structure is followed by: D1 ag	D2 potentiator	D1 antag	D1 potentiator	TRHR enhancer	RXFP1 antag	RXFP1 ag	TRHR ag	Anesthetic bind
Cc1cc(C)cc(NC(=O)N2CCN(c3cc(-c4noc(C)n4)ccc3C)CC2)c1
→ 0.9	-7.6	-17.0	0.1	-2.0	/	2.1%	-0.3	-14.7%
O=C(CCc1ccc(S(=O)(=O)N2CCOCC2)cc1)N/N=C/c1cccc(O)c1
→ -0.8	10.7	-0.5	-6.4	-5.9	-6.8	0.5%	-1.1	-16.5%

Further compounds
Each structure is followed by: D1 ag	D2 potentiator	D1 antag	D1 potentiator	TRHR enhancer	RXFP1 antag	RXFP1 ag	TRHR ag	Anesthetic bind
COc1ccc(/C=N/NC(=O)c2cccnc2)cc1CN1CCOCC1
→ 1.6	7.8	5.3	1.0	-0.5	-13.1	-6.2%	0.9	4.1%
COCCNC(=O)C(C#N)c1nc2ccccc2nc1N1CCCCCC1 (configuration not stated)
→ 9.3	-7.2	0.3	-3.5	-3.7	/	-0.8%	3.9	90.7%[activator]
CCCCn1c(CCNC(=O)c2ccc(F)cc2)nc2ccccc21
→ -0.7	-15.6	-4.7	-0.7	-1.1	/	-0.9%	-0.1	-5.7%
COC(=O)c1ccc(NC(=O)CN2C(=O)CCc3cc(S(=O)(=O)N4CCCCC4)ccc32)cc1
→ 0.2	-3.2	6.6	-0.7	-4.2	/	2.6%	-0.1	8.1%
O=C(CNC(=O)c1ccc2ccccc2c1)NCc1ccc(F)cc1
→ 4.8	8.4	-4.5	-0.1	9.6	7.0	5.4%	-0.3	-12.3%
CCc1ccc(S(=O)(=O)c2cn(Cc3ccccc3)c3cc(N4CCCC4)c(F)cc3c2=O)cc1
→ -1.3	-6.3	3.3	0.0	-1.8	-10.6	1.3%	0.1	-11.7%
COc1ccc(S(=O)(=O)Nc2cc(C)on2)cc1OC
→ -3.7	18.1	19.9	-0.3	10.0	2.7	-0.7%	-0.4	-11.9%
CCOc1ccc(NC(=O)CN(C)C(=O)c2cc(C)on2)cc1OCC
→ 3.0	/	11.6	-2.4	8.2	-5.0	0.6%	0.2	/
Cn1c(=O)n(CC(=O)Nc2ccccc2)c2ccccc21
→ 0.2	18.3	-9.7	3.9	21.5	-7.9	3.1%	0.1	-5.3%
CC(=O)Nc1ccc(-c2nc3c(C)cccc3[nH]2)cc1
→ 1.3	-6.8	-0.1	2.5	-0.7	-1.1	1.9%	-2.1	5.3%
Cc1ccc2c(c1)c1c(n2CC(O)CN2CCCCCC2)CCCC1 (configuration not stated)
→ 18.5	-15.9	-21.2	-6.7	7.6	-23.5	6.9%	2.9	5.4%
